Source: PubChem (National Center for Advancing Translational Sciences (NCATS))
KDM5B inh: KDM5B demethylase inhibition; Q9UGL1; KDM5B demethylase, FDH-coupled NADH fluorescence (FDH is formaldehyde dehydrogenase); Potency, µM (doses to about 57.7 µM), for inactives: top-dose activity change, negative = inhibition, most hits filed as inhibitors; actives 2.6% (n = 220,000); AID 1347165; active = well fitted inhibition curve with a large enough effect; inconclusive = small, poorly fitted or top-dose-only effect; inactive = no such curve, though single readings can be large or run the other way; also: 0% is about no effect; nearly all actives have a fitted effect of over 70% in size
Target sequence (Q9UGL1 whole entry, looked up): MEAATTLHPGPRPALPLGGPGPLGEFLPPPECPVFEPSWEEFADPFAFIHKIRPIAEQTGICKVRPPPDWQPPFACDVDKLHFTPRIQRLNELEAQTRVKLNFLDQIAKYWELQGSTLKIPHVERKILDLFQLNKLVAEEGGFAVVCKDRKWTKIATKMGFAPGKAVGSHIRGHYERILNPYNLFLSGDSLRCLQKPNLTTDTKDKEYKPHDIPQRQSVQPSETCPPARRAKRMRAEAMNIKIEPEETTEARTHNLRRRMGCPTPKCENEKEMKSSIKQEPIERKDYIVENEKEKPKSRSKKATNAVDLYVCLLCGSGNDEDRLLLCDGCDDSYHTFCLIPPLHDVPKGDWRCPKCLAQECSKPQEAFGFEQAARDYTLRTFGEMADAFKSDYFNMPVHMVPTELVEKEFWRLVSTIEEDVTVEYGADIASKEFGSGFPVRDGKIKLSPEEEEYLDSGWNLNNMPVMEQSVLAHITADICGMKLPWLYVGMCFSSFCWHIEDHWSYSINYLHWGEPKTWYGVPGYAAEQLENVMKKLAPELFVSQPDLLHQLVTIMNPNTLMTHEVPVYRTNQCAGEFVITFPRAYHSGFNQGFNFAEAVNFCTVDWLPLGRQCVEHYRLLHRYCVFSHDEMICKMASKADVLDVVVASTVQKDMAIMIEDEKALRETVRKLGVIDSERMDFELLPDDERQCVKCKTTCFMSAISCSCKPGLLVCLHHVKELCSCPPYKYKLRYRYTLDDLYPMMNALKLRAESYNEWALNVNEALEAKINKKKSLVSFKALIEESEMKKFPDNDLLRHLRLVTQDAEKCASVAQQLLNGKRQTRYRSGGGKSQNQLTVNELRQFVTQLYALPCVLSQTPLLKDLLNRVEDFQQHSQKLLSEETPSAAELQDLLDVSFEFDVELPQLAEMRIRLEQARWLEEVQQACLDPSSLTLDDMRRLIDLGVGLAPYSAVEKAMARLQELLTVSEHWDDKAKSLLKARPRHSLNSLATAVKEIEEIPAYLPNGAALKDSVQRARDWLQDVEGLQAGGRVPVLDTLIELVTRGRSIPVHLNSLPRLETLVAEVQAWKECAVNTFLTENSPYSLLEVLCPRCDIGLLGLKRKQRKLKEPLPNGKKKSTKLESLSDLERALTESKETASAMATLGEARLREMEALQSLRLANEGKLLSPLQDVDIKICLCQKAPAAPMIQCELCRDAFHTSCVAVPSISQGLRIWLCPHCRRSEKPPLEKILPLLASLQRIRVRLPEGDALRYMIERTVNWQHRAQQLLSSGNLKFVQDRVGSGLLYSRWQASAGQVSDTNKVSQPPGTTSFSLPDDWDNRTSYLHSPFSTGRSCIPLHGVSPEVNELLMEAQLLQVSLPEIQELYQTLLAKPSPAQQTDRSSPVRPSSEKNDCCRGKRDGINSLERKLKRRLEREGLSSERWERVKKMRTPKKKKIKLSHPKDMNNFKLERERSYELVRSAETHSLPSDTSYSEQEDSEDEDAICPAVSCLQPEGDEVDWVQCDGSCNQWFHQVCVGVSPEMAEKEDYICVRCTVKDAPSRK
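Coupled FDH/NAD⁺ fluorescence readout. KDM5BΔAP 200 nM final; compound titration, 10 min RT preincubation; substrate mix 12.5 µM H3K4me3, 25 µM 2-OG, 50 µM Fe(II), 100 µM ascorbate, 0.25 mM NAD⁺, 0.25 U/mL FDH; ΔRFU over 30 min.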
* marks the source's active call; other numbers are inactive results; ? = inconclusive; [ ] = remark or other dose. Potency is read from the fitted curve at half-maximal effect. Some of the compounds tested; rates above refer to the full screens.

SMILES	KDM5B inh
COc1cccc(NC(=O)NC[C@H]2O[C@@H](CO)[C@@H](O)[C@H]2N(C)CCc2ccccc2)c1	?
O=C1CCc2cc(S(=O)(=O)NCc3ccco3)cc3c2N1CCC3	-17.0%
CN(Cc1ccccc1)C(=O)c1ccccc1C(=O)OCC(=O)C(C)(C)C	17.6%
Cc1nc2cc(NC(=O)c3cc(Cl)ccc3Cl)ccc2o1	11.7%
CC(C)c1ccc(-c2noc(CSc3nnc(C4COc5ccccc5O4)o3)n2)cc1 (centres undefined)	6.8%
CCN(CC)C(=O)c1sc2c(c1C)c(=O)n(Cc1ccccc1)c(=O)n2Cc1ccccc1C	-5.6%
Cc1ccc(C(=O)N2C[C@H](c3nc(-c4cccnc4)no3)[C@@H](C)C2)c(C)c1	16.3%
CCC(=O)NC(=S)Nc1cccc(C(=O)N(CC)CC)c1	12.1%
CC(C)Nc1nc2c(-c3cccc(Br)c3)nnn2c2ccccc12	?
COCc1cc(C[C@@H]2CC[C@H](O)[C@@H](CN(C(=O)Nc3ccc(OC)cc3)C(=O)Nc3ccc(OC)cc3)O2)no1	25.2%
CC(C)(C)CC(=O)N1CCC2(CC1)C(=O)N(CC(=O)Nc1ccc(F)cc1)CN2c1ccccc1	-18.0%
COc1ccc(NC(=O)N2CCC3(CC2)CC(N(C(C)=O)C2CC2)CCO3)cc1 (centres undefined)	-16.9%
CCN(CC)C(CNc1nc(CCN)nc2ccccc12)c1ccco1 (centres undefined)	?
CCN1C(=O)C2(C(=C(O)c3ccc4c(c3)OCCO4)C(=O)C(=O)N2CCOC)c2ccccc21 (centres undefined)	-15.7%
C=CCNc1oc(-c2ccco2)nc1S(=O)(=O)c1ccc2c(c1)OCCO2	-19.3%
COCCn1c2c(c(=O)[nH]c1=O)C(c1cccc(Cl)c1)C1=C(N2)c2ccccc2C1=O (centres undefined)	-15.7%
COc1ccc(C(=O)Nc2ccc3nc(C)c(C)nc3c2)cc1	?
CC(C)CN(CC1CN(C(=O)COc2ccccc2)CCO1)C(=O)c1ccc(F)cc1 (centres undefined)	11.5%
CCN1c2cc(C(=O)Nc3cccc(C(F)(F)F)c3)ccc2C(=O)N2CCCCC21 (centres undefined)	?
CC(C)C(Oc1ccccc1)C(=O)N1CCc2c(ncnc2N(C)C)C1 (centres undefined)	19.8%
Cc1ccccc1CN1CCC(CN(Cc2cccnc2)C(=O)Cc2ccccc2)CC1	-38.3%
COCCn1ncc(N2CCCC(CC(=O)Nc3cc(OC)cc(OC)c3)C2)cc1=O (centres undefined)	-2.5%
CC(=O)Nc1ccc(NC(=O)C(C)Oc2ccc(C)nc2[N+](=O)[O-])cc1 (centres undefined)	-24.4%
COc1ccc(C(=O)N/N=C/c2ccc(N(C)c3ccccc3)cc2)cc1	?
CN(Cc1ccccc1)C(=O)C[C@@H]1O[C@H](CNCc2ccc(F)cc2)[C@@H](O)[C@H]1O	3.0%[86.2 µM]

Exported field by field: entries from further up
> COc1cccc(NC(=O)NC[C@H]2O[C@@H](CO)[C@@H](O)[C@H]2N(C)CCc2ccccc2)c1
  KDM5B inh = ?
> O=C1CCc2cc(S(=O)(=O)NCc3ccco3)cc3c2N1CCC3
  KDM5B inh = -17.0%
> CN(Cc1ccccc1)C(=O)c1ccccc1C(=O)OCC(=O)C(C)(C)C
  KDM5B inh = 17.6%
> Cc1nc2cc(NC(=O)c3cc(Cl)ccc3Cl)ccc2o1
  KDM5B inh = 11.7%

Additional results:
SMILES	KDM5B inh
COCC1(C(=O)N2CCN(c3nccc(N)n3)CC(O)C2)CC1 (centres undefined)	-15.6%
COc1cc(C(=O)NNC(=S)NC(=O)c2ccc(F)cc2)cc(OC)c1OC	?
COc1cc2c(cc1OC)C(C)N(CC(=O)Nc1ccc(C)c(C)c1)CC2 (centres undefined)	18.0%
O=C(c1ccncc1)N1CCC(N2C(=O)C(OCC3CC3)C23CCCCC3)CC1 (centres undefined)	7.0%
O=C(c1cccs1)N1CCC2(CC1)CC(N(Cc1ccc(F)cc1)C1CC1)CCO2 (centres undefined)	0.7%
O=C(O)CCCC(=O)Nc1ccc(C(=O)N2CCCCCC2)cc1	29.6%
O=C(Nc1ccc(F)c(F)c1)c1ccc(-c2ccccc2)cc1	20.4%
Cc1cn2nnc(C(=O)Nc3ccc(C)c(C)c3)c2c(=O)[nH]1	8.8%
CC(C)c1noc(-c2cccn3c(CNC(=O)Cc4cccc(F)c4)nnc23)n1	?
CCOC(=O)c1sc(NC(=O)Nc2ccccc2Br)nc1C	-4.4%
CCN1CCN(c2cc(C)c3cc(NC(=O)CC4CCCCC4)ccc3n2)CC1	?
COc1ccc2c(c1C)CCC/C2=N\OC(=O)c1ccccc1F	17.5%
O=C(Nc1nc2cc3c(cc2s1)OCO3)c1ccc(N2C(=O)CCC2=O)cc1	?
COc1ccccc1NC(=O)Cn1c(N2CCc3ccccc3C2)nc(C)cc1=O	?
O=C(NCc1cccc(Cl)c1)C1CCCN(c2ncnc3onc(-c4ccc(F)cc4)c23)C1 (centres undefined)	?
CN1C(=O)C2(Cc3ccccc31)CN(C(=O)c1ccc(Cl)cc1)C2	-3.5%[149 µM]
Cc1ccc(NC(=O)Nc2ccc3c(c2)CCC3)c(C)c1	16.5%
COc1ccc(NC(=O)CCc2nc3cccnc3n2-c2ccccc2)c(OC)c1	-15.6%
COc1cccc(-c2cn3c(n2)N(C(=O)C2CCCC2)CCC3)c1	?
CCCCOc1ccc(C(N)C(=O)OCC)cc1 (centres undefined)	-2.0%
CN(Cc1ccccc1)C(=O)C[C@@H]1O[C@H](CNC(=O)c2ccccc2)[C@@H](O)[C@H]1O	?
O=C(O)c1ccc2c(=O)n3cc(C(=O)c4ccccc4O)cc(Cl)c3nc2c1	-4.1%
CC(C)(C)c1ccc(NC(=O)CN2C(=O)COc3ccccc32)cc1	7.6%
CC1(C(=O)NCCc2ccc(F)cc2)CCOCC1	16.6%[149 µM]
COc1ccccc1N1CCN(C(=O)c2ccc3c(c2)N(Cc2ccccc2)C(=O)c2ccccc2S3(=O)=O)CC1	-12.3%

Next compounds
SMILES	KDM5B inh
COc1ccc(OC)c(/C=N/N=C(\N)c2nonc2N)c1	17.6%
CCN1c2cc(C(=O)NCc3ccc(OC)cc3OC)ccc2C(=O)N2CCCCCC21 (centres undefined)	?
CC(=O)N1CCC2(CC1)CN(C(=O)c1ccc(N)nc1)Cc1ccccc1O2	-19.1%[115 µM]
O=C(NC1C[C@H]2CC[C@@H](C1)N2C(=O)Cc1ccsc1)c1ccncc1 (some centres undefined)	-5.4%
Cc1nn(CC(=O)N2CCN(c3ccccc3F)CC2)c(=O)c2cccn12	14.9%
Clc1ccc(-c2onc3ccc(-c4ccccc4)cc23)cc1	-3.8%
COc1cc(Cl)c(NC(=O)c2cc(CN3CCCC3)on2)c(OC)c1	-1.8%
O=C(Cn1ccc2cc(S(=O)(=O)N3CCCCC3)ccc21)N1CCOCC1	11.6%
COc1cc2nc(Nc3cccc(F)c3)nc(N)c2cc1OC	?
Cc1ccc(C(=O)NC[C@H]2O[C@@H](CC(=O)N3CCCC3)[C@H](O)[C@@H]2O)cc1	-0.3%[86.2 µM]
CC1CCN(C(=O)CSc2c3c(nc4cc(Cl)ccc24)CCCC3)CC1	-14.7%
COCCC(=O)N[C@H]1C[C@@H](c2nc(-c3cnccn3)no2)N(C)C1	2.2%[86.2 µM]
COc1cc(NC(=O)C2c3ccccc3Oc3ccccc32)c(OC)cc1Cl	9.0%
O=C(NCc1nnc2n1C(C(=O)NCCc1ccc(Cl)cc1)CC2)c1cccnc1 (centres undefined)	4.1%[115 µM]
O=C(C1CCCC1)N1CCCC(Cc2nc(C3CCOCC3)no2)C1 (centres undefined)	?
COc1cccc(-n2cc(C(=O)Nc3cc(C)c(Cl)cc3OC)c3ccccc3c2=O)c1	?
Cc1ccc(-n2c(C3CCN(C(=O)c4ccc5cc[nH]c5c4)CC3)n[nH]c2=O)cc1	-26.6%
CCOCc1nc(C2CCCN(C(=O)Nc3cccc(F)c3C)C2)no1 (centres undefined)	-2.3%
O=C(Nc1sc2c(c1C(=O)Nc1ccc(Cl)cc1)CCCC2)c1cccs1	-23.9%
Cc1cccc(C)c1-n1nnnc1C(C)(C)Nc1ccc2c(c1)OCCO2	4.6%
c1ccc2c(Nc3ccc4[nH]ncc4c3)ncnc2c1	-25.1%
CC(=O)Nc1ccc(CN2CC(N3CCc4ccccc43)C2)cc1	-13.4%[149 µM]
Cc1cc(C)c(C(=O)Oc2c(C)cccc2C)c(C)c1	-8.8%
O=C1CC(c2noc(-c3cccc(F)c3)n2)CN1C1CCCCC1 (centres undefined)	-4.8%
COc1ccc(C=O)cc1OCc1c(F)cccc1Cl	1.0%

Other structures.
SMILES	KDM5B inh
COc1ccc(CNC(=O)C2CCN(c3nc4ccccc4o3)CC2)cc1	-10.7%
CCn1nc(C)c(CCNC(=O)C2CCC(=O)N(C3CCCC3)C2)c1C (centres undefined)	-18.3%
COc1ccccc1-c1nc(C#N)c(N2CCN(C(=O)c3ccc(Cl)cc3)CC2)o1	-8.9%
CN(C)C[C@@H]1CN(c2ncccn2)C[C@H]1NC(=O)Cc1cccc(Cl)c1	?
N#Cc1nccnc1N1CCN(C2CCC3(CCNCC3)CC2)CC1	22.4µM*
C=CCNc1nc(C(=O)OCC(=O)N(C)CC(=O)Nc2ccc(F)cc2)cs1	10.1%
CSc1nc(C)c(CCC(=O)NC(c2ccccc2)C(C)C)c(C)n1 (centres undefined)	7.3%
Cc1ccc(N2C(=O)[C@@H]3C(c4cccnc4)=NO[C@@H]3C2=O)c(C)c1	-6.6%
O=C(Cc1cccc(F)c1)N1CCC(Oc2ccccc2)C1 (centres undefined)	-23.9%
Cc1ccc2c(c1)-c1c(c(C(=O)N3CCN(c4cc(Cl)ccc4C)CC3)nn1C)CS2	?
Nc1c(N(Cc2ccco2)C(=O)COc2ccc(Cl)cc2)c(=O)[nH]c(=O)n1Cc1ccccc1	?
COC(=O)[C@H](NC(=O)[C@@H]1C[C@H](NC(=O)Nc2ccc(OC)cc2)CN1C(=O)C=C(C)C)C(C)C	-10.7%
NC(=O)c1nn(CC(=O)N2CCN(CC(=O)N3CCCCCC3)CC2)c(=O)c2ccccc12	13.6%
CC(C)Oc1ccc(CNC(=O)Cn2c(-c3cccs3)cc3ccccc32)cc1	?
Cc1ccc(C(=O)Nc2ccc3oc(-c4cccnc4)nc3c2)cc1[N+](=O)[O-]	-10.9%
CC(C)c1nnc(NC(=O)c2cc(=O)c3cc(Cl)ccc3o2)s1	-7.2%
NS(=O)(=O)c1cnccc1Oc1cccc(Cl)c1	-3.1%
Cn1nccc1C(=O)N1CC[C@H]2C(=O)NCCCCCCN(Cc3ccncc3)[C@@H]2C1	?
CN(CCOc1ccccc1)C(=O)C1CCN(C(=O)c2ccc(Cl)cc2)CC1	-4.6%
O=C1CC(c2cccc(F)c2F)c2c(n3c(nc4ccccc43)[nH]c2=O)N1 (centres undefined)	-9.0%
COc1ccc(N2CC3CCC(C2)N3Cc2cccc(-c3cccs3)c2)cc1	-17.1%[115 µM]
O=C(COc1ccc(-c2ccccc2)cc1Cl)Nc1ncn[nH]1	5.5%
O=C(NCCOc1ccccc1)C1CN(c2ccc(Cl)cc2)C(=O)N1 (centres undefined)	14.9%
Cc1ccc(C)c(NC(=O)CSc2nc(-c3ccccc3)cc(=O)[nH]2)c1	-15.4%
CCOc1ccccc1N1CC(c2nc3ccccc3n2CCCOc2ccccc2OC)CC1=O (centres undefined)	?

KDM5B inh, what is marked active above
SMILES	KDM5B inh
N#Cc1nccnc1N1CCN(C2CCC3(CCNCC3)CC2)CC1	22.4µM*

(cont.)
SMILES	KDM5B inh
CCCCn1nc(C(=O)Nc2cc(S(=O)(=O)N(C)C)ccc2C)c2ccccc2c1=O	?
O=C1c2ccsc2SCCN1Cc1c(F)cccc1Cl	15.7%
CC(C)c1cccc(C(C)C)c1NC(=O)COC(=O)c1ccc2c(c1)NC(=O)CS2	12.2%
CCCCOc1ccc2c(C)c(C)c(=O)oc2c1C	?
CN(C)c1nc2c(c(=O)[nH]1)CCN(C(=O)C(c1ccccc1)C1CCCC1)C2 (centres undefined)	-21.9%
Cc1nc2ncnn2c(C)c1CCC(=O)Nc1cccc(S(=O)(=O)N2CCOCC2)c1	-22.1%
CCOC(=O)N1CCN(Cc2cc(=O)oc3cc(C)c(C)cc23)CC1	11.7%
CC(=O)Nc1ccc(NC(=O)CCc2nc3ccccc3c(=O)[nH]2)cc1	13.6%
COc1ccc2[nH]c3c(c2c1)CCNC31CCN(C(=O)c2ccoc2)CC1	?
O=C(COC(=O)c1cc(Br)ccc1O)Nc1ccc2c(c1)OCO2	0.0%
O=C(CSCc1ccc(F)cc1)N1CCN(c2ccccc2)CC1	-8.5%
Cn1cc(CCCC(=O)NCc2ccccc2Cl)c2ccccc21	?
Cc1c(C(=O)N2CCCC2)c(S(=O)(=O)NCCc2ccc(Cl)cc2)c(C)n1C	10.1%

Six entries already listed, arranged by the value under KDM5B inh, descending.
SMILES	KDM5B inh
CC(=O)Nc1ccc(NC(=O)CCc2nc3ccccc3c(=O)[nH]2)cc1	13.6%
CC(C)c1cccc(C(C)C)c1NC(=O)COC(=O)c1ccc2c(c1)NC(=O)CS2	12.2%
CCOC(=O)N1CCN(Cc2cc(=O)oc3cc(C)c(C)cc23)CC1	11.7%
Cc1c(C(=O)N2CCCC2)c(S(=O)(=O)NCCc2ccc(Cl)cc2)c(C)n1C	10.1%
CN(C)c1nc2c(c(=O)[nH]1)CCN(C(=O)C(c1ccccc1)C1CCCC1)C2 (centres undefined)	-21.9%
Cc1nc2ncnn2c(C)c1CCC(=O)Nc1cccc(S(=O)(=O)N2CCOCC2)c1	-22.1%
